HTT aggregate: reduces HttQ103-GFP aggregates in PC12 cells; PC12 HttQ103-GFP aggregates, Acumen cytometry, 40 h; Potency, µM (doses to about 46.1 µM), without a hit: at the highest dose activity change, negative = inhibition, actives largely listed as inhibitors; 220,000 compounds, 1.1% hits; AID 1688; note: % is set by controls: 0 for no effect and ±100 for the full control effect; nearly all actives have a fitted effect of over 60% in size
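Huntingtin Q103 exon 1–GFP aggregates in induced PC12 cells (100 nM tebufenozide) were quantified by cytometry from lysates, with compounds dosed in titration.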
HTT ATP protect: cytoprotection in Huntington HTT-Q103 PC12 cell model. PC12 HTT-Q103 induced, cytoprotection, ATP luminescence, 40 h. Potency, µM (series often up to 56.4 µM), for inactives: cytoprotection (ATP increase), hits mostly activators. 230,000 compounds, 0.14% hits;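 note: % of control where 0% means no effect; nearly all actives have a fitted effect of over 45% in size; toxic huntingtin expression switched on by the ecdysone agonist tebufenozide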
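PC12 cells with ecdysone-inducible HTT exon 1 Q103-GFP, induced with 100 nM tebufenozide and co-treated with library compounds in a dose series (1536-well, 1500 cells/well). Cytoprotection read as ATP content by ATPlite luminescence.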
SMN2 splice up: increases expression of the SMN2 splice variant. HEK293 SMN2-luciferase splicing reporter, luminescence, 30-36 h. Potency, µM (doses to about 46.1 µM), inactives show top-dose activity change, positive = activation, most hits filed as activators. 210,000 compounds, 2.8% hits; note: % of control where 0% means no effect; nearly all actives have a fitted effect of over 55% in size
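HEK293 cells carry an SMN2 minigene-luciferase reporter in which exon 7 inclusion puts luciferase in frame. Cells were seeded at 2000 cells/well, attached for 10-12 hours, then exposed to compounds for 30-36 hours at 37C before ONE-Glo luminescence.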
Tau fibril ThT: tau fibrillization inhibition (ThT binding); P10636; recombinant tau K18 P301L, heparin-induced fibrillization, ThT fluorescence; Potency, µM (series often up to 57.4 µM), without a hit: at the top dose activity, negative = inhibition, hits mostly inhibitors; 270,000 compounds, 2.1% hits; AID 1460; note: % is set by controls: 0 for no effect and ±100 for the full control effect; nearly all actives have a fitted effect of over 55% in size
Target sequence (P10636 561-689 P618L limits assumed): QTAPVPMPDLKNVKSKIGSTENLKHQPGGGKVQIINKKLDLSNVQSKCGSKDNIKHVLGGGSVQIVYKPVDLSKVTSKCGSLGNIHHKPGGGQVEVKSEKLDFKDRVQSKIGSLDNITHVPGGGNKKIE
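Recombinant human tau K18 fragment […] carrying P301L, 15 uM unlabeled plus 0.24 uM Alexa 594-labeled, was fibrillized with 20 uM heparin in 100 mM sodium acetate pH 7 for 6 hr at 37 C; 30 uM ThT fluorescence read after 1 hr.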
Tau fluor counter: counter-screen for tau fibril formation inhibitors; tau K18 P301L Alexa594 fluorescence, heparin fibrillization; Potency, µM (highest dose often 57.7 µM), without a hit: at the highest dose activity change, negative = decrease; 280,000 compounds, 0.93% hits; note: % is set by controls: 0 for no effect and ±100 for the full control effect; nearly all actives have a fitted effect of over 55% in size
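Human tau K18 P301L (15 uM unlabeled, 0.24 uM Alexa 594-labeled) in 100 mM sodium acetate pH 7 with 20 uM heparin, 6 hr at 37 C. ThT 30 uM added, 1 hr ambient; Alexa 594 FP and total fluorescence read at 555/632 nm.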
KDM4E inh: JMJD2E (human) inhibition; B2RXH2; JMJD2E catalytic domain, FDH-coupled NADH fluorescence (FDH is formaldehyde dehydrogenase); Potency, µM (titrated, usually from 57.1 µM), without a hit: at the highest dose activity change, negative = inhibition, usual class: inhibitors; 230,000 compounds, 1.6% hits; active = well fitted inhibition curve with a large enough effect, not every such curve was filed as active; inconclusive = small, poorly fitted or top-dose-only effect, or another doubt; inactive = no such curve, though single readings can be large or run the other way;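 note: 0% = wells with enzyme and -100% = buffer wells without enzyme; nearly all actives have a fitted effect of over 50% in size; many of its hits are not listed in these tables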
Target sequence (B2RXH2 1-337 limits assumed): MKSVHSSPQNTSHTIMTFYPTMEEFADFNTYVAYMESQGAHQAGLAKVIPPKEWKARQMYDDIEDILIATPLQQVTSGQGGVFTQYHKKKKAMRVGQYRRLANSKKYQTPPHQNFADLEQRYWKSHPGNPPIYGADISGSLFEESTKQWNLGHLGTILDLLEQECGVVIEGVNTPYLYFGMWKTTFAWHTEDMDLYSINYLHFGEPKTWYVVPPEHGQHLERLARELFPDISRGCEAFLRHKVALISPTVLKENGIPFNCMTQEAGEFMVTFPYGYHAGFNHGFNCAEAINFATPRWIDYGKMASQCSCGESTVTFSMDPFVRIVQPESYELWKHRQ
ALDH1A1 inh: inhibitors of human aldehyde dehydrogenase 1A1; Purified ALDH1A1, NADH fluorescence, propionaldehyde substrate; Potency, µM (top dose mostly 75.3 µM), inactives show at the highest dose activity, negative = inhibition, most hits filed as inhibitors; 220,000 compounds, 7.3% hits; AID 1030; active = well fitted inhibition curve with a large enough effect, not every such curve was filed as active; inconclusive = small, poorly fitted or top-dose-only effect, or another doubt; inactive = no such curve, though single readings can be large or run the other way;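 note: plate controls were no enzyme wells and a reference inhibitor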
Target sequence (P00352 whole entry, looked up): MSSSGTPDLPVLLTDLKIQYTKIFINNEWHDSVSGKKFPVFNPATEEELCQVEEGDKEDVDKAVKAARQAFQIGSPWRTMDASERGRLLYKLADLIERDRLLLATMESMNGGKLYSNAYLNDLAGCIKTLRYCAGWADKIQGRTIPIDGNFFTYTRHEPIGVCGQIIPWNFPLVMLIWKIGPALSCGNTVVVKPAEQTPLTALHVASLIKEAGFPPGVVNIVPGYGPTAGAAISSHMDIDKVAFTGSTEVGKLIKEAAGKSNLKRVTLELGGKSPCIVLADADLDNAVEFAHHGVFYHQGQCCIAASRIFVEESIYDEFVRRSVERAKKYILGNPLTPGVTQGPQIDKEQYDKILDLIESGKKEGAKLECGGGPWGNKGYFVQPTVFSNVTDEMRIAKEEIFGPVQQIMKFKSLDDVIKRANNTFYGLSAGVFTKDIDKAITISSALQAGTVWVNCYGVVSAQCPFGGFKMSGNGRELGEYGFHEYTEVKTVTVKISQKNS
Tau fibril FP: tau fibrillization inhibition (FP); K18 P301L tau heparin fibrillization, Alexa594 FP, 6 h; Potency, µM (series often up to 57.7 µM), without a hit: top-dose activity, negative = inhibition, actives largely listed as inhibitors; 280,000 compounds, 0.39% hits; AID 1468; P10636; note: % is set by controls: 0 for no effect and ±100 for the full control effect; nearly all actives have a fitted effect of over 55% in size
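Read-out: fluorescence polarization of Alexa 594-labeled tau (0.24 uM), 555 nm excitation, 632 nm emission. Mixtures held 15 uM unlabeled K18 P301L, compound and 20 uM heparin, pH 7 acetate buffer, incubated 6 hr at 37 C.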
Starred values were filed as active, the others as inactive; ? = inconclusive; / = no result given; & = joins results of further samples; [ ] = dose if it differs, or a comment. Unless noted, calls come from the whole dose curve; as a rule, active = well fitted curve in the direction sought with a large enough effect; inconclusive = small, poorly fitted or top-dose-only effect, or another doubt; inactive = no such curve, though single readings can be large; an effect the other way counts as inactive or inconclusive. Potency is the fitted concentration of half-maximal effect. Only part of the results is shown; count on the stated rates, not on these rows.

canonical_smiles	HTT aggregate	ALDH1A1 inh	Tau fluor counter	HTT ATP protect	Tau fibril ThT	Tau fibril FP	KDM4E inh	SMN2 splice up
O=C(c1ccc(Cl)cc1)N1CCCCC(Sc2nnc(-c3ccc4c(c3)OCO4)o2)C1=O (stereo not given)	-27%	?	-18%	-58%[inhibitor][10 µM]	-11%	5%	-18%	-87%[inhibitor]
O=C(CCCC1=NS(=O)(=O)c2ccccc2N1)N1CCN(c2ccc(Cl)cc2)CC1	-6%	55%[activator]	-19%	17%	?	?	-4%	-27%
COC(=O)c1ccccc1NC(=O)c1cnc2sccn2c1=O	3%	2%	-5%	-18%	3%	-5%	-2%	5%
CCOC(=O)c1c(-c2cccs2)csc1NC(=O)C(C)(C)C	14µM*	0%	-6%	-73%[inhibitor]	-10%	-3%	?	-26%
COc1ccc(C(=O)Nc2ccc(N3CCN(C(=O)C(C)C)CC3)cc2)cc1[N+](=O)[O-]	-4%	5%	-2%	-19%[10 µM]	1%	4%	-4%	10%[1.84 µM]
S=C(Nc1ccccc1)N1CCN(C2CCCCC2)CC1	17%	-1%	-7%	6%[10 µM]	-2%	-4%	-9%	-2%
CN(C)C(=O)Cn1c(SCC(=O)NCc2ccc3c(c2)OCO3)nc2ccccc21	-5%	7%	8%	2%[10 µM]	-1%	11%	5%	-9%
Cc1cc(S(=O)(=O)Nc2ccc3ccccc3c2)c(C)s1	?	-4%	?	-33%	-12%	?	5%	?
COc1cc(/C=N/NC(=O)c2ccncc2)ccc1OCCN1CCCCC1	-8%	2%	6%	/	-1%	1%	4%	7%
COC(=O)c1cnc(Oc2ccc(NC(=O)NC(=O)c3c(F)cccc3Cl)cc2)cc1C(F)(F)F	-29%[9.22 µM]	?	-9%	-40%[10 µM]	-3%	-6%	?	/
CCC(C)(C(=O)NC1CCCC1)N(Cc1cccs1)C(C)=O (stereo not given)	2%	2%	4%	17%[10 µM]	3%	3%	-2%	-6%
O=C(Cn1nc(-c2ccc(N3CCOCC3)c([N+](=O)[O-])c2)c2ccccc2c1=O)N1CCCCC1	29%	?	-10%	1%	?	5%	-8%	6%
CCOc1ccccc1C(=O)NC1CC2CCCC(C1)N2Cc1nnnn1Cc1ccco1 (stereo not given)	-6%	1µM*	-14%	-31%	?	4%	5%	13%
C=C(C)CSc1nc2sc3c(c2c(=O)n1CCCC)CCCC3	/	/	-19%	/	?	-1%	/	-20%
CCCC(=O)Nc1ccccc1NC(=O)c1ccc(OC(C)=O)cc1	-11%	11%	4%	-23%	-7%	4%	-8%	4%
Cc1cc(C)c(C#N)c(N2CCSCC2)n1	3%	?	-8%	-21%	-6%	0%	?	-15%
CC1C/C(=N/NC(=O)c2ccc(CSc3nc4ccccc4[nH]3)cc2)CC(C)(C)C1 (stereo not given)	-4%	25µM*	4%	3%[10 µM]	-10%	-2%	24%	-8%
CCCCNc1nc(C)nc2c1nc(-c1ccccc1)n2CCCN(CC)CC	/	?	-6%	-42%[inhibitor]	2%	-5%	?	-3%
O=C(N/N=C/C(Br)=C/c1ccccc1)c1cnccn1	29%[9.22 µM]	-5%	-16%	24%[10 µM]	?	-10%	-18%	/
Cc1c(Br)c([N+](=O)[O-])nn1CC(=O)NCc1cccs1	5%	-1%	-3%	-7%	-14%	-4%	0%	-6%
Cc1cccc(-n2c(SCC(=O)Nc3ccccc3C)nc3c(oc4ccccc43)c2=O)c1	/	/	-15%	/	0%	-12%	/	-1%
O=C(Cc1c(F)cccc1Cl)NCCN1CCOCC1	-12%[9.22 µM]	0%	-9%	-10%[10 µM]	-10%	3%	-7%	/
Cc1ccc2cc(CCNC(=O)c3ccco3)c(=O)[nH]c2c1	6%	?	-6%	9%[10 µM]	-16%	-5%	?	10µM*
CC(C)(C)NC(=O)c1ccc(Sc2ccccc2)c([N+](=O)[O-])c1	-33%	4%	?	-13%[10 µM]	-12%	14%	-1%	-14%
O=C1/C(=C/c2cccnc2)SC(=S)N1N1CCOCC1	12%[9.22 µM]	/	-12%	-11%[10 µM]	?	-6%	-7%	/
Fc1ccc(C2C3=C(Nc4ncnn42)c2ccccc2OC3c2ccncc2)cc1 (stereo not given)	-23%	?	-18%	-40%[inhibitor]	-17%	2%	?	-15%
Cc1cccc(CN2CCN(C(=O)CCc3nnc(C4CCCCC4)o3)CC2)c1	-3%[9.22 µM]	7%	-1%	?	0%	6%	14%	/
O=C(NCC(=O)N(c1cccnc1)C(C(=O)NC1CCCC1)c1cccs1)c1ccco1 (stereo not given)	6%[9.22 µM]	-6%	-6%	15%[10 µM]	-6%	2%	3%	/
Cc1ccc(CNC(=O)CN2CCN(Cc3ccc(F)cc3)C2=O)cc1	/	/	-3%	/	-3%	0%	/	-12%
CC1=C(C(=O)Nc2ccccc2)C(c2ccc(C)o2)n2c(s/c(=C/c3ccccc3)c2=O)=N1 (stereo not given)	-6%	0%	-15%	-19%	?	-3%	?	-10%
O=C(c1cccs1)N(Cc1cc2ccccc2[nH]c1=O)c1ccccc1	-5%	?	-3%	16%[10 µM]	1%	3%	1%	-45%[inhibitor]
Cc1ccc(S(=O)(=O)NCCC(=O)Nc2nnc(C3CC3)s2)cc1C	-4%	18µM*	-7%	4%	-15%	3%	-9%	13%
COc1cc(/C=N/O)ccc1OCc1ccccc1Cl	-3%	-4%	-20%	-153%[inhibitor]	-12%	-10%	-24%	11µM*
COc1ccc(/C=N/N=C2/SCC(=O)N2Cc2ccccc2)cc1	8%[9.22 µM]	/	?	-5%[10 µM]	-12%	-6%	4%	/
CCn1c(C)cc(/C=C2\NC(=O)N(CC(=O)Nc3ccc(F)cc3)C2=O)c1C	7%	6%	5%	-36%[inhibitor]	9%	-4%	?	15%
COc1ccc(CCNC(=O)CSc2nnc(NC(C)=O)s2)cc1OC	-8%	-7%	5%	12%[10 µM]	1%	1%	9%	-5%
COc1ccc(/C=C(\C#N)C(=O)OCC(=O)NC(=O)NCCC(C)C)cc1	20%	?	-13%	10%[10 µM]	-2%	0%	?	10%
COc1ccc(N/C=C2\CCc3ccccc3C2=O)cc1	17%[9.22 µM]	?	28µM*[quencher]	-49%[inhibitor][10 µM]	0.89µM*	-15%	4%	/
CN(C)CCCNC(=S)Nc1ccc(-c2ccccc2)cc1	0%[9.22 µM]	?	-20%	9%[10 µM]	-8%	2%	-8%	/
Cc1ccc(Nc2nc(N)nc(CSc3nc4ccccc4s3)n2)cc1	?	-8%	?	-41%[inhibitor]	1%&-8%	?	-2%	-1%&-29%
COc1ccc(OCC(=O)Nc2ccc(Cl)c(-c3nc4ncccc4o3)c2)cc1	/	/	-29%	/	-5%	?	/	3%
Cc1onc(-c2ccccc2)c1C(=O)Nc1cccc(OC(C)C)c1	-8%	1%	-17%	12%&9%	3%	2%	3%	-14%
CCN1c2ccccc2NC2C1C(C(C)=O)C(=O)N2c1ccc(Cl)cc1 (stereo not given)	?	14µM*	?	-49%[inhibitor]	?	-11%	?	-18%
COc1cc2nc(C3CC3)n(NC(=O)c3ccc(Cl)cc3)c(=O)c2cc1OC	-26%	6%	-8%	-10%	-5%	3%	-2%	-9%
CCC1(c2ccccc2)NC(=O)N(CC(=O)N2CCN(S(=O)(=O)c3ccccc3)CC2)C1=O (stereo not given)	3%	2%	-4%	15%[10 µM]	-5%	2%	-1%	-10%
COc1ccccc1-c1cn[nH]c1-c1ccc(OCc2ccccc2)cc1O	23%[9.22 µM]	/	11µM*[quencher]	21%[10 µM]	-13%	?	?	/
COc1ccc(CC(=O)N2CC(C)CC(C)C2)cc1 (stereo not given)	2%	?	-3%	1%	-2%	3%	-10%	7%
Cc1ccc(/C=N/NC(=O)c2ccc(Br)o2)s1	12%	7%	1%	/	-14%	4%	2%	16µM*
CC(=O)Nc1ccc(-c2nnc(SCC(=O)Nc3ccc4c(c3)oc3ccccc34)n2C)cc1	10%	0.4µM*	-20%	-35%	?	8%	-7%	-4%
CC(C)c1ccc(NS(=O)(=O)c2cc(Br)cc3c2N(C(=O)C2CC2)CC3)cc1	/	/	-16%	/	2%	-3%	/	-4%
CC(C)CC(OC(=O)c1cccs1)C(=O)NCc1cccs1 (stereo not given)	-11%	4%	-3%	-5%	-1%	7%	1%	42%
Cc1ccc(C(=O)Nc2ccccc2Sc2ccccc2)cc1	5%	-1%	-13%	22%[10 µM]	-10%	-3%	-7%	12%
CC(C)OCCCNC(=O)c1ccc2c(=O)n(Cc3ccc4c(c3)OCO4)c(=S)[nH]c2c1	7%	13%	1%	-5%	3%	?	-1%	-49%[inhibitor]
CC(C)Sc1nc(N2CCOCC2)c2c3c(sc2n1)COC(C)(C)C3	2%	?	-8%	-19%	-4%	4%	-19%	-22%
CN(C)CCCN(C(=O)c1ccc2c(c1)CCCC2)c1nc2ccc(F)cc2s1	4%	-3%	-20%	3%[10 µM]	?	9%	2%	6%
CN(C)c1ccc(/C=C2/SC(=O)N(CCN=C3NS(=O)(=O)c4ccccc43)C2=O)cc1	10%	12%	-1%	-15%[10 µM]	1%	2%	-6%	/
CC(C)OC(=O)c1cccc(C(=O)OCc2ccco2)n1	31%	8.9µM*	-9%	-26%	-8%	-1%	-4%	26%
CCCCNC(=O)CN1C(=O)C(CC)Oc2ccc(Cl)cc21 (stereo not given)	0%	?	-24%	1%	?	7%	-27%	/
CC1(C(=O)OCC(=O)Nc2ccc(C(N)=O)cc2)CC1(Cl)Cl (stereo not given)	6%	-11%	-8%	-31%	-12%	-1%	1%	92%
Cc1cc(C(F)F)n2ncc(C(=O)NCc3ccccc3F)c2n1	30%	?	-2%	/	-3%	8%	-4%	4%
O=C(O)c1ccc2c(c1)CCCN2	11%[9.22 µM]	2%	-2%	13%[10 µM]	?	6%	?	/
